West Nile virus CPE – West Nile virus antiviral activity, cell-based, CPE readout (AID 1621). 290,000 tested, 0.02% active. West Nile virus-infected cells, CPE inhibition; higher % means a stronger effect. CPE inhibition, % at 10 µM; hits with a dose series show IC50 in µM; in the data active = a potency from the dose series; inconclusive = CPE inhibition mostly from about 3.7% at the one dose, without a potency; inactive = the rest, 99 in 100 with CPE inhibition below about 2.2%; also: strong numbers were not always called active
T cell HTS – modulates CD8 T cell binding to vesicles. 2C CD8+ T cell-vesicle binding, flow cytometry; hits give low values. calls only at 7 µM. 330,000 tested, 0.068% active. AID 2052;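 active = response, share of CD8 T cells binding vesicles, and their 90th percentile fluorescence all below set limits, cut at about 80% in these data, passing the limit was not always enough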
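Benchmarks: naked versus QL9-loaded vesicles / Assay system: purified 2C TCR transgenic mouse naive CD8+ T cells / Technique: high-throughput flow cytometry with anti-B7-1 and anti-CD8 staining / Timing: Cell–vesicle co-incubation 1.5 h at 37 °C, staining 20 min on ice / Read-out: percent CD8+ FL2 mean versus row control / Probe or stimulus: QL9-loaded Drosophila micro-vesicles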
K1F lysis inhibition – protection from phage-mediated lysis, alamar blue read-out – E. coli UTI89, K1F phage, bacterial capsule biogenesis inhibitors (AID 488966); E. coli UTI89 K1F phage lysis, alamar blue, 2 h; higher % means a stronger effect; 340,000 tested, 0.02% active; inhibition, % at 100 µM; hits with a dose series show IC50 in µM;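 active = phage lysis inhibition, versus mean bacterial control, above a set limit; inconclusive = no clear call, values can overlap the other calls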;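 also: capsule biogenesis inhibitors block K1F phage lysis so surviving cells raise fluorescence; higher fluorescence means more inhibition of phage lysis; actives were called in the ten point dose series up to 300 µM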
PMI inhibitors – inhibitors of human PMI, primary screen, biochemical, fluorescence intensity, coupled assay (AID 1209) | purified PMI enzyme, coupled fluorescence intensity; higher % means a stronger effect | one-dose inhibition, % at 20 µM; IC50 in µM for titrated hits | 190,000 tested, 0.42% active;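 also: plate controls were DMSO vehicle for no effect and wells lacking substrate for full effect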
RSV CPE inhibition – RSV antiviral activity via CPE protection, HEp-2 cells, primary 10 µM value included (AID 2391) | HEp-2 cells, RSV-induced CPE inhibition; higher % means a stronger effect | one-dose CPE inhibition, % at 10 µM; IC50 in µM for titrated hits | 310,000 tested, 0.13% active; in the data active = a potency from the dose series; inconclusive = CPE inhibition mostly from about 23% at the one dose, without a potency; inactive = the rest, 99 in 100 with CPE inhibition below about 21%; also: strong numbers were not always called active
human PMI inhibitors – human PMI inhibitors, high substrate, primary screen, biochemical, fluorescence intensity, high mannose 6-phosphate (AID 1220) | 190,000 tested, 0.66% active | recombinant PMI enzyme, coupled fluorescence intensity; higher % means a stronger effect | inhibition, % at 20 µM; hits with a dose series show IC50 in µM
P. falciparum M1AAP – P. falciparum M1AAP inhibitors, biochemical, fluorogenic H-Leu-NHMec substrate, 1536-well (AID 1445) | recombinant M1AAP, H-Leu-NHMec fluorogenic kinetic assay; higher % means a stronger effect | inhibition, % at 30 µM; hits with a dose series show IC50 in µM | 220,000 tested, 0.42% active;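 active = primary inhibition above the hit cutoff, then over 50% inhibition at one or more dose response concentrations, cut at about 23% in these data, passing the limit was not always enough; inconclusive = conflicting primary data, or primary hits not chosen for dose response; inactive = low primary inhibition, or under 50% at every dose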;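 also: plate controls were DMSO full reaction for no effect and no enzyme background for full effect; strong numbers were not always called active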
M17LAP inhibition – P. falciparum M17LAP inhibitors, primary screen, biochemical, fluorogenic H-Leu-NHMec substrate, 1536-well (AID 1619); recombinant M17LAP, H-Leu-NHMec fluorogenic kinetic assay; higher % means a stronger effect; inhibition, % at 30 µM, or IC50 in µM where a hit was titrated; 220,000 tested, 0.38% active;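 active = compound inhibiting the enzyme by more than half at any dose during confirmatory dose-response retesting; inconclusive = strong single-dose inhibitors picked by rank but not retested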;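 also: plate controls were full reaction with DMSO carrier for no effect and no enzyme background for full effect; strong numbers were not always called active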
TNAP activation fold – human TNAP enzyme activators, primary screen, biochemical, luminescent, no phosphate acceptor, uHTS (AID 1001). 200,000 tested, 0.03% active. one-dose activation fold at 20 µM; EC50 in µM for titrated hits. purified TNAP, luminescent activation assay, no phosphate acceptor; higher activation fold means a stronger effect; in the data active = activation fold from about 3, or a potency from the dose series; inactive = the rest, 99 in 100 with activation fold below about 1.6; also: many of its hits are not listed in these tables
T cell HTS vesicle-bound % – further read-out of T cell HTS, marked with its call; double positive events, %; measured here: CD8+ vesicle-bound cell fraction;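 binding gate set so that unloaded-vesicle control wells show 10% double positive cells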
An asterisk follows results filed as active; [ ] = dose if it differs, or a comment. Rule as the data show it, unless noted: active = inhibition above about 50%; inactive = the rest.

Results for O=C(Nc1cc2c(=O)n(-c3ccc(Oc4ccccc4)cc3)ccc2oc1=O)c1ccccc1 ?
West Nile virus CPE: 0.5%; T cell HTS: inactive; K1F lysis inhibition: 1.2%; PMI inhibitors: -9%; RSV CPE inhibition: -0.1%; human PMI inhibitors: 0%; P. falciparum M1AAP: 7%; M17LAP inhibition: -2%; TNAP activation fold: 1.2; T cell HTS vesicle-bound %: 62

How did COC(=O)[C@@]1(Cc2ccc(F)cc2)[C@H]2c3cc(C(=O)N(C)C)n(CCc4ccccn4)c3C[C@H]2CN1C(=O)c1ccccc1 do in these assays?
West Nile virus CPE: -0.7%; T cell HTS: inactive; PMI inhibitors: -2%; RSV CPE inhibition: 0.5%; human PMI inhibitors: -6%; P. falciparum M1AAP: 4%; M17LAP inhibition: 1%; TNAP activation fold: 1.1; T cell HTS vesicle-bound %: 18

Results for Cc1ccc2cc(CCNC(=O)c3ccc(C)c([N+](=O)[O-])c3)c(=O)[nH]c2c1 ?
West Nile virus CPE: -0.1%; T cell HTS: inactive; K1F lysis inhibition: 0.0%; PMI inhibitors: 8%; RSV CPE inhibition: 2.8%; human PMI inhibitors: -17%; P. falciparum M1AAP: 5%; M17LAP inhibition: -21%; TNAP activation fold: 1; T cell HTS vesicle-bound %: 4

What do the screens show for `C/C(=N/NC(=O)c1cnccn1)c1ccncc1`?
West Nile virus CPE: 0.6%; T cell HTS: inactive; K1F lysis inhibition: 1.7%; PMI inhibitors: -14%; RSV CPE inhibition: 1.4%; human PMI inhibitors: -5%; P. falciparum M1AAP: 7%; M17LAP inhibition: 0%; TNAP activation fold: 1.1; T cell HTS vesicle-bound %: 50

How did Cc1ccc(N)cc1S(=O)(=O)N(C)C do in these assays?
West Nile virus CPE: -0.1%; T cell HTS: inactive; K1F lysis inhibition: 0.1%; PMI inhibitors: 2%; RSV CPE inhibition: -2.2%; human PMI inhibitors: 6%; P. falciparum M1AAP: 17%; M17LAP inhibition: 3%; TNAP activation fold: 1.1; T cell HTS vesicle-bound %: 61

How did CCOc1ccc(-c2nc(N)nc(C)c2-c2ccc(Cl)cc2)c(O)c1 do in these assays?
West Nile virus CPE: -1.3%; T cell HTS: inactive; K1F lysis inhibition: -0.1%; RSV CPE inhibition: inconclusive; T cell HTS vesicle-bound %: 11

Results for Cc1ccc(NC(=O)NCCN2CCCCC2)cc1C ?
West Nile virus CPE: -0.1%; T cell HTS: inactive; K1F lysis inhibition: 0.4%; RSV CPE inhibition: 1.1%; T cell HTS vesicle-bound %: 54

How did Cc1ccc(Cl)c(OCCN2CCCC(C)C2)c1 (stereo not drawn) do in these assays?
West Nile virus CPE: -0.5%; T cell HTS: inactive; K1F lysis inhibition: 4.2%; PMI inhibitors: -1%; RSV CPE inhibition: -0.5%; human PMI inhibitors: -8%; P. falciparum M1AAP: 3%; M17LAP inhibition: -3%; TNAP activation fold: 1.1; T cell HTS vesicle-bound %: 46

Results for Cc1ccc(S(=O)(=O)Nc2ccc(NC(=O)CN3CCCCC3)c(Cl)c2)cc1 ?
West Nile virus CPE: -0.6%; T cell HTS: inactive; K1F lysis inhibition: 0.7%; PMI inhibitors: 16%; RSV CPE inhibition: 41%; human PMI inhibitors: 11%; P. falciparum M1AAP: -4%; M17LAP inhibition: 9%; TNAP activation fold: 1.1; T cell HTS vesicle-bound %: 38

How did COc1ccc(-n2c(=S)[nH]c3cc(C(=O)Nc4ccc(C)c(F)c4)ccc3c2=O)c(OC)c1 do in these assays?
West Nile virus CPE: 1.4%; T cell HTS: inactive; K1F lysis inhibition: 0.6%; RSV CPE inhibition: 9.9%; T cell HTS vesicle-bound %: 44

Results for CCOC(=O)c1[nH]c(C)c(CN(C(C)=O)c2ccc(OCC)cc2)c1C ?
West Nile virus CPE: -0.4%; T cell HTS: inactive; K1F lysis inhibition: 0.2%; PMI inhibitors: 4%; RSV CPE inhibition: 0.1%; human PMI inhibitors: 9%; P. falciparum M1AAP: -1%; M17LAP inhibition: -4%; TNAP activation fold: 1; T cell HTS vesicle-bound %: 55

Results for O=C(CN(C(=O)CNS(=O)(=O)c1ccc(F)cc1)c1ccc(F)cc1)NCc1ccco1 ?
West Nile virus CPE: 0.0%; T cell HTS: inactive; K1F lysis inhibition: 0.8%; RSV CPE inhibition: 1.0%; T cell HTS vesicle-bound %: 38

Results for O=C(Cc1nnc(NC(=O)c2ccccc2)s1)N/N=C/c1ccc(O)cc1 ?
West Nile virus CPE: -0.7%; T cell HTS: inactive; K1F lysis inhibition: 0.4%; RSV CPE inhibition: 0.4%; T cell HTS vesicle-bound %: 28

What do the screens show for `COc1ccccc1N1CCN(C(=O)C2CCN(S(=O)(=O)N3CCOCC3)CC2)CC1`?
West Nile virus CPE: 0.3%; K1F lysis inhibition: 0.1%; PMI inhibitors: -7%; human PMI inhibitors: -1%; P. falciparum M1AAP: -1%; M17LAP inhibition: 1%; TNAP activation fold: 1

Results for O=C(CCCCCN1C(=O)[C@@H]2Cc3ccccc3CN2C1=O)Nc1ccccc1F ?
West Nile virus CPE: -0.8%; T cell HTS: inactive; K1F lysis inhibition: 0.1%; RSV CPE inhibition: 0.3%; T cell HTS vesicle-bound %: 4

Results for CC1(C)CC(=O)C(C=NCCN2CCN(CC(=O)Nc3ccc(F)cc3)CC2)=C(O)C1 ?
West Nile virus CPE: 0.1%; T cell HTS: inactive; K1F lysis inhibition: 2.4%; P. falciparum M1AAP: 0%; M17LAP inhibition: -16%; T cell HTS vesicle-bound %: 28

How did Nc1nonc1-n1nnc(C(=O)N/N=C/c2cccnc2)c1CSC1=NCCS1 do in these assays?
West Nile virus CPE: 1.6%; T cell HTS: inactive; K1F lysis inhibition: -2.3%; P. falciparum M1AAP: -2%; M17LAP inhibition: -6%; T cell HTS vesicle-bound %: 34

Results for O=c1/c(=C/c2ccco2)sc2n1CN(c1ccccc1)CN=2 ?
West Nile virus CPE: 0.0%; T cell HTS: inactive; K1F lysis inhibition: -0.3%; PMI inhibitors: 7%; RSV CPE inhibition: 0.8%; human PMI inhibitors: 5%; P. falciparum M1AAP: 16%; M17LAP inhibition: 11%; TNAP activation fold: 1.1; T cell HTS vesicle-bound %: 32

What do the screens show for `COc1ccc(/C=N/NC(=O)c2cccnc2)c2ccccc12`?
West Nile virus CPE: -0.4%; T cell HTS: inactive; K1F lysis inhibition: -0.8%[50 µM]; RSV CPE inhibition: 6.9%; T cell HTS vesicle-bound %: 20

How did Cc1cc(-c2ccccc2)nc(SCC(=O)c2cccc([N+](=O)[O-])c2)n1 do in these assays?
West Nile virus CPE: -0.9%; T cell HTS: inactive; K1F lysis inhibition: -0.2%; PMI inhibitors: 9%; RSV CPE inhibition: inconclusive; human PMI inhibitors: 6%; P. falciparum M1AAP: 7%; M17LAP inhibition: -4%; TNAP activation fold: 1.1; T cell HTS vesicle-bound %: 37

What do the screens show for `C/C(=N\NC(=O)c1ccc(NS(=O)(=O)c2cccs2)cc1)c1ccccn1`?
West Nile virus CPE: 2.6%; T cell HTS: inactive; RSV CPE inhibition: 16%; P. falciparum M1AAP: -20%; M17LAP inhibition: 9%; T cell HTS vesicle-bound %: 34

What do the screens show for `COCCCN1C(=O)c2ccc(C(=O)OCC(=O)N(C)c3ccccc3)cc2C1=O`?
West Nile virus CPE: 0.1%; T cell HTS: inactive; PMI inhibitors: 7%; RSV CPE inhibition: -0.9%; human PMI inhibitors: 4%; P. falciparum M1AAP: -2%; M17LAP inhibition: 0%; TNAP activation fold: 1.1; T cell HTS vesicle-bound %: 65

What do the screens show for `Cc1ccc(C(C)C)c(OC/C(O)=C(\C#N)c2nc3ccccc3[nH]2)c1`?
West Nile virus CPE: -0.5%; T cell HTS: inactive; K1F lysis inhibition: inactive; RSV CPE inhibition: 5.7%; P. falciparum M1AAP: -3%; M17LAP inhibition: -11%; T cell HTS vesicle-bound %: 7

How did CC(Sc1nc2ccccc2[nH]1)C(=O)Nc1ccc2c(c1)OCCO2 (stereo not drawn) do in these assays?
West Nile virus CPE: 0.5%; T cell HTS: inactive; K1F lysis inhibition: 3.5%; PMI inhibitors: 8%; RSV CPE inhibition: 4.9%; human PMI inhibitors: -5%; P. falciparum M1AAP: 4%; M17LAP inhibition: -8%; TNAP activation fold: 1.1; T cell HTS vesicle-bound %: 37

How did Cc1ccccc1Cn1cnc2ccccc2c1=O do in these assays?
West Nile virus CPE: -0.2%; T cell HTS: inactive; K1F lysis inhibition: 2.6%[50 µM]; PMI inhibitors: -8%; RSV CPE inhibition: 1.9%; human PMI inhibitors: -8%; P. falciparum M1AAP: 2%; M17LAP inhibition: 6%; TNAP activation fold: 1; T cell HTS vesicle-bound %: 62

Results for COc1ccc(/C(O)=C2/C(=O)C(=O)N(CCCN3CCOCC3)C2c2ccc(C(C)C)cc2)cc1 (stereo not drawn) ?
West Nile virus CPE: -0.3%; T cell HTS: inactive; K1F lysis inhibition: -0.8%; RSV CPE inhibition: 1.2%; T cell HTS vesicle-bound %: 58

How did CCN1CCN(C(c2ccc(OC)cc2)c2nnnn2Cc2ccc3c(c2)OCO3)CC1 (stereo not drawn) do in these assays?
West Nile virus CPE: -0.2%; T cell HTS: inactive; K1F lysis inhibition: -0.1%; PMI inhibitors: 8%; RSV CPE inhibition: -0.9%; human PMI inhibitors: 5%; P. falciparum M1AAP: -3%; M17LAP inhibition: -5%; TNAP activation fold: 1.1; T cell HTS vesicle-bound %: 46

How did Cc1cc(SCC(=O)Nc2ccccc2)nc(C)n1 do in these assays?
West Nile virus CPE: 0.0%; T cell HTS: inactive; K1F lysis inhibition: 0.3%; PMI inhibitors: -14%; RSV CPE inhibition: 1.4%; human PMI inhibitors: -13%; P. falciparum M1AAP: 2%; M17LAP inhibition: -6%; TNAP activation fold: 1; T cell HTS vesicle-bound %: 36

How did O=C(Nc1ccc(N2CCOCC2)c(S(=O)(=O)Nc2cc(Cl)ccc2Cl)c1)c1cccnc1 do in these assays?
West Nile virus CPE: 0.8%; T cell HTS: inactive; K1F lysis inhibition: -0.2%; RSV CPE inhibition: 6.3%; P. falciparum M1AAP: 3%; M17LAP inhibition: -5%; T cell HTS vesicle-bound %: 26
